Assay outcomes deposited in PubChem BioAssay by The Scripps Research Institute Molecular Screening Center.
M4 ag: human M4 muscarinic receptor agonists, primary screen, CHO-K1 cells, Fluo-8 calcium fluorescence; hit rate 0.14% among 360,000; AID 624127, 2012; CHO-K1 hM4/Gqi5; vehicle 0%, full acetylcholine response 100%; activation, % at 3 µM;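 active = activation above the run mean over all test wells plus 3 SD, cut at about 32% in these data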;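 also: peak over basal fluorescence ratio per well then scaled between controls; 0% = DMSO wells and 100% = acetylcholine at EC100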
Target sequence (P08173 whole entry, looked up): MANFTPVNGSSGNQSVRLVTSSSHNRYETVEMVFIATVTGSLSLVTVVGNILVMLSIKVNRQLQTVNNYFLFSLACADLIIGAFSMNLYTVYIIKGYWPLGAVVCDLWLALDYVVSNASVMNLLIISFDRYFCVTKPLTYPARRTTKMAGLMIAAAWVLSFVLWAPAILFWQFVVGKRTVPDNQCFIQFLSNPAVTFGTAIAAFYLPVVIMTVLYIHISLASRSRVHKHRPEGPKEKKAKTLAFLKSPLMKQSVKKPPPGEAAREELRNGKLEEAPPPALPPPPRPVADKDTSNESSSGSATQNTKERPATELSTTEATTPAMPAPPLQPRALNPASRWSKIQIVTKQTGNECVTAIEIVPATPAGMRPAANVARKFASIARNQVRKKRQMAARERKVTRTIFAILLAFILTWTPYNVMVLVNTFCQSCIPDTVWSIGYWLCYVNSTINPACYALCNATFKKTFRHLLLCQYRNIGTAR
M1 antag: human M1 muscarinic receptor antagonists, primary screen, CHO-K1 cells, Fluo-8 calcium fluorescence, 1536-well. Muscarinic acetylcholine receptor M1 (Homo sapiens), P11229. CHO-K1 hM1, ACh EC80 antagonist. inhibition, % at 3 µM. hit rate 1.3% among 360,000;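 active = percent inhibition above its own plate's cutoff, namely the mean of that plate's compound wells plus 3 SD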;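 also: peak over basal fluorescence ratio during 140 s after agonist addition; 0% = ACh EC80 plus DMSO and 100% = DMSO alone without agonist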
Target sequence (P11229 whole entry, looked up): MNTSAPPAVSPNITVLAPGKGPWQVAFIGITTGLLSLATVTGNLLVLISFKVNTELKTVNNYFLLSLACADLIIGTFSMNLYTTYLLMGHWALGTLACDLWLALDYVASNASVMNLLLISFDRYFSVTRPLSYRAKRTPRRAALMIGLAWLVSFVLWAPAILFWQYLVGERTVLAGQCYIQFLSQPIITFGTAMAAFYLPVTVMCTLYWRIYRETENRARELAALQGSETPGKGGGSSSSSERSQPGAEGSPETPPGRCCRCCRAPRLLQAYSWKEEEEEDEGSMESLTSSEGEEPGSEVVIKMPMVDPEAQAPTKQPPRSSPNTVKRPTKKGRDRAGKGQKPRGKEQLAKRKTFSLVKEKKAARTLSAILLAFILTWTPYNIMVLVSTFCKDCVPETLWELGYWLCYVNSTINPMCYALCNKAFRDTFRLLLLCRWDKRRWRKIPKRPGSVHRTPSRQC
CHO-K1 Ca ag: counter-screen for M1 agonists: effect in parental CHO-K1 cells. Fluo-8 calcium fluorescence; scaled to maximal ATP response, vehicle zero. activation, % at 3 µM. hit rate 0.48% among 360,000. AID 602248, 2012; in the data active = activation above about 15%;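 also: untransfected CHO-K1 host cells lacking M1 receptor as counterscreen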
M4 antag: human M4 muscarinic receptor antagonists, primary screen, CHO cells, Fluo-8 calcium fluorescence; Muscarinic acetylcholine receptor M4 (Homo sapiens), P08173; CHO-hM4 cells, ACh EC80; inhibition, % at 3 µM; hit rate 0.73% among 360,000;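 active = inhibition above its plate's cutoff, the mean inhibition of sample wells plus 3 SD, cut at about 27% in these data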;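 also: 0% = acetylcholine EC80 with DMSO and 100% = DMSO without agonist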
CHO-K1 Ca antag: counter-screen for M1 antagonists: effect in parental CHO-K1 cells | ATP-induced calcium, Fluo-8 fluorescence | inhibition, % at 3 µM | hit rate 0.6% among 360,000 | AID 602250;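 active = inhibition above a per-plate cutoff, the plate's mean sample inhibition plus 3 SD, cut at about 24% in these data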;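 also: 0% = DMSO plus EC80 ATP and 100% = DMSO alone without ATP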
CHRM1 agonist: human M1 muscarinic receptor agonists, primary screen, Fluo-8 calcium fluorescence, CHO-K1 cells, HTS; Muscarinic acetylcholine receptor M1 (Homo sapiens), P11229; CHO-K1 hM1, agonist mode; 0% DMSO, 100% acetylcholine EC100; activation, % at 3 µM; hit rate 0.33% among 360,000;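 active = activation above the run's mean compound activation plus 3 SD, cut at about 16% in these data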;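 also: peak over basal fluorescence ratio within a 140 s kinetic read after compound addition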
M1 PAM: human M1 muscarinic receptor positive allosteric modulators, primary screen, CHO-K1 cells, Fluo-8 calcium fluorescence, 1536-well; Muscarinic acetylcholine receptor M1 (Homo sapiens), P11229; CHO-K1 hM1, ACh EC20; 0% = ACh EC20, 100% = maximal ACh; activation, % at 3 µM; hit rate 0.088% among 360,000; in the data active = activation above about 19%, passing the limit was not always enough
CHO parental Ca: ATP-evoked calcium signal inhibitors, parental CHO, primary screen, counter-screen for OX1R antagonist project, cell-based, fluorescence, Fluo-8 calcium dye | hit rate 0.63% among 330,000 | parental CHO-K1, ATP-induced calcium, Fluo-8 fluorescence | AID 463079, 2010 | inhibition, % at 5.6 µM;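 active = inhibition above that plate's mean sample inhibition plus 3 SD, cut at about 26% in these data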;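 also: 0% = ATP-challenged DMSO wells and 100% = DMSO wells without ATP; some compounds past the cut are filed as inactive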
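Material: parental CHO cells / Compound: single nominal dose of 5.6 µM per compound / Signal: Fluo-8 fluorescence / Replicates: singlicate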
OXTR potentiate: human OXTR potentiators, primary screen, fluorescence, CHO-OTR cells, Fluo-8 calcium; Fluo-8 calcium fluorescence, potentiator mode; 0% = oxytocin EC15, 100% = EC100; AID 2445, 2010; hit rate 0.061% among 320,000; activation, % at 3 µM;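 active = activation above that plate's cutoff, the mean activation of tested compounds plus 3 SD, cut at about 6.6% in these data, passing the limit was not always enough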;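 also: 100% uses oxytocin at 75 nM as the full agonist control; some results filed as inactive read as strong as hits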
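System: human OTR in CHO cells; Also added: sub-maximal oxytocin, roughly EC15; Timing: compound 6 min at room temperature before oxytocin, 100 s read; Technique: Fluo-8 intracellular calcium fluorescence, ex 470-495, em 515-575 nm; Controls: oxytocin EC15 low and EC100 high; Replication: singlicate.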
Active calls of the source: *.

Screening COc1cc(C(C(=O)NC2CCCC2)N(C(=O)c2ccco2)c2ccccc2C(C)=O)cc(OC)c1OC (stereo not drawn) returned M4 ag 1, M1 antag -6, CHO-K1 Ca ag 0.0, M4 antag -2, CHO-K1 Ca antag 4, CHRM1 agonist -3, M1 PAM 12, CHO parental Ca -17 and OXTR potentiate -5.
`Cc1ccc(-c2nc(CSCC(=O)N3CCN(C(=O)c4ccco4)CC3)c(C)o2)cc1` gave M4 ag 6, M1 antag -2, CHO-K1 Ca ag 0.4, M4 antag -6, CHO-K1 Ca antag 8, CHRM1 agonist -3, M1 PAM 0, CHO parental Ca -11 and OXTR potentiate -8.
For COc1ccc(C(=O)Nc2ccc(NC(=O)c3ccccc3OC)nc2)cc1 the results were M4 ag 18, M1 antag 3, CHO-K1 Ca ag 5.6, M4 antag -11, CHO-K1 Ca antag -1, CHRM1 agonist -8, M1 PAM 2, CHO parental Ca -8 and OXTR potentiate -9.
`O=C(O)C1Cc2ccccc2CN1S(=O)(=O)c1ccc2ccccc2c1` (stereo not drawn) gave M4 ag 0, M1 antag 9, CHO-K1 Ca ag 0.1, M4 antag 2, CHO-K1 Ca antag 13, CHRM1 agonist -4, M1 PAM 0, CHO parental Ca -24 and OXTR potentiate -15.
`Cc1cc(C)c(S(=O)(=O)N2CCN(C(=O)c3ccccc3OCc3c(C)noc3C)CC2)c(C)c1` gave M4 ag 10, M1 antag 2, CHO-K1 Ca ag 3.2, M4 antag 1, CHO-K1 Ca antag -2, CHRM1 agonist -7 and M1 PAM -3.
Screening CCC(C(=O)NC1CCN(C)CC1)c1ccccc1 (stereo not drawn) returned M4 ag 1, M1 antag 3, CHO-K1 Ca ag 1.1, M4 antag 4, CHO-K1 Ca antag -4, CHRM1 agonist -5, M1 PAM -2, CHO parental Ca 4 and OXTR potentiate -5.
`Cc1c(C(=O)O)c2cc(O)ccc2n1-c1ccccc1` gave M4 ag 0, M1 antag -9, CHO-K1 Ca ag -0.1, M4 antag 3, CHO-K1 Ca antag 7, CHRM1 agonist -3, M1 PAM 8, CHO parental Ca 4 and OXTR potentiate -4.
For COc1ccc(C2=CSC3=NNC4(CCCCC4)NN23)cc1 the results were M4 ag 0, M1 antag -1, CHO-K1 Ca ag -0.4, M4 antag -1, CHO-K1 Ca antag 11, CHRM1 agonist -1, M1 PAM 3, CHO parental Ca -12 and OXTR potentiate -9.
Cc1ccccc1/C=N/N1C(=O)CSC1=S was read as M4 ag 1, M1 antag -16, CHO-K1 Ca ag 0.2, M4 antag 3, CHO-K1 Ca antag -5, CHRM1 agonist -4, M1 PAM 7, CHO parental Ca 6 and OXTR potentiate -17.
`CC1CCCC(NC(=O)c2cccc(S(=O)(=O)N3CCOCC3)c2)C1C` (stereo not drawn) gave M4 ag 1, M1 antag -13, CHO-K1 Ca ag 0.2, M4 antag -19, CHO-K1 Ca antag 7, CHRM1 agonist 5 and M1 PAM 13.
For Cc1noc(NS(=O)(=O)c2ccc(N/C=C\C(=O)c3ccc(F)cc3)cc2)c1C the results were M4 ag 0, M1 antag 13, CHO-K1 Ca ag -0.4, M4 antag 8, CHO-K1 Ca antag 6, CHRM1 agonist -4, M1 PAM -9, CHO parental Ca -19 and OXTR potentiate -3.
Screening COc1ccc(-c2csc(NC(=O)CS(=O)(=O)c3ccccc3)n2)cc1OC returned M4 ag 8, M1 antag -7, CHO-K1 Ca ag 3.7, M4 antag -7, CHO-K1 Ca antag 6, CHRM1 agonist 3 and M1 PAM -2.
O=c1[nH]c(/C=C/c2cccc([N+](=O)[O-])c2)c([N+](=O)[O-])c(=O)[nH]1 was read as M4 ag 0, M1 antag -17, CHO-K1 Ca ag -0.3, M4 antag 5, CHO-K1 Ca antag -4, CHRM1 agonist -1, M1 PAM 18, CHO parental Ca -6 and OXTR potentiate -10.
Screening O=C(c1cc2c(c(-c3cccc(-c4ccncc4)c3)n1)[C@@H](CCO)N(C(=O)c1ccc3c(c1)OCO3)C2)N1CCOCC1 returned M4 ag 0, CHO-K1 Ca ag 0.5, M4 antag -14 and CHO-K1 Ca antag -14.
Screening Cc1nc2n(COCCO)cnn2c(=O)c1Br returned M4 ag 1, M1 antag -6, CHO-K1 Ca ag 1.0, M4 antag 0, CHO-K1 Ca antag -6, CHRM1 agonist -4, M1 PAM 12, CHO parental Ca -3 and OXTR potentiate -15.
Screening COc1cccc(N2CCN(C(=O)c3ccc(CS(=O)Cc4ccc(C)cc4)o3)CC2)c1 (stereo not drawn) returned M4 ag 11, M1 antag 5, CHO-K1 Ca ag 5.2, M4 antag -7, CHO-K1 Ca antag -11, CHRM1 agonist -2, M1 PAM -5, CHO parental Ca -24 and OXTR potentiate -5.
O=C1OC(Nc2nc(-c3ccc(F)cc3)cs2)c2ccccc21 (stereo not drawn) was read as M4 ag 3, M1 antag -21, CHO-K1 Ca ag 0.8, M4 antag -6, CHO-K1 Ca antag -21, CHRM1 agonist -2 and M1 PAM 15.
`CS(=O)(=O)N(CCc1ccccc1)CC(=O)N1CCCCC1` gave M4 ag 1, M1 antag -11, CHO-K1 Ca ag 0.1, M4 antag -10, CHO-K1 Ca antag -1, CHRM1 agonist -3, M1 PAM 10, CHO parental Ca -14 and OXTR potentiate -5.
CC(C)(Cc1nc2ccccc2[nH]1)c1nc2ccccc2[nH]1 was read as M4 ag 1, M1 antag -18, CHO-K1 Ca ag 1.1, M4 antag -11, CHO-K1 Ca antag -15, CHRM1 agonist -3 and M1 PAM 14.
For CN(Cc1nc2ccccc2c(=O)[nH]1)C(=O)c1cccc(S(=O)(=O)N2CCCCCC2)c1 the results were M4 ag 4, M1 antag -10, CHO-K1 Ca ag 1.6, M4 antag 5, CHO-K1 Ca antag -15, CHRM1 agonist -5, M1 PAM 7, CHO parental Ca -15 and OXTR potentiate 0.
CCN1CCCC1Cn1cnc2c([nH]c3cccc(Cl)c32)c1=O (stereo not drawn) was read as M4 ag 1, M1 antag -24, CHO-K1 Ca ag 0.1, M4 antag 6, CHO-K1 Ca antag -7, CHRM1 agonist -7, M1 PAM -3, CHO parental Ca -18 and OXTR potentiate -10.
CC/C(=C1/C(=O)CC(C)(C)C(C(=O)OC)C1=O)N1CCCC1 (stereo not drawn) was read as M4 ag 0, M1 antag 0, CHO-K1 Ca ag 0.5, M4 antag 10, CHO-K1 Ca antag -2, CHRM1 agonist 0, M1 PAM 4, CHO parental Ca -6 and OXTR potentiate -6.
`O=C(Cc1ccc(S(=O)(=O)N2CCCCC2)s1)Nc1ccc(F)c(F)c1` gave M4 ag 21, M1 antag 25, CHO-K1 Ca ag 12, M4 antag 4, CHO-K1 Ca antag 14, CHRM1 agonist -3, M1 PAM -19, CHO parental Ca -2 and OXTR potentiate -10.
For CC1CC(=O)c2cnc(Nc3cccc(C(F)(F)F)c3)nc2C1 (stereo not drawn) the results were M4 ag 0, M1 antag -49, CHO-K1 Ca ag 0.1, M4 antag -16, CHO-K1 Ca antag -14, CHRM1 agonist 0, M1 PAM 6, CHO parental Ca -11 and OXTR potentiate -5.
For COc1ccc(/C=N/Nc2ncnc3sc4c(c23)CCCC4)cc1O the results were M4 ag 2, M1 antag 7, CHO-K1 Ca ag 0.6, M4 antag -3, CHO-K1 Ca antag 3, CHRM1 agonist -3, M1 PAM -7, CHO parental Ca -19 and OXTR potentiate -11.
CCOC(=O)N1CCN(C(=O)c2ccc(NS(=O)(=O)c3ccc4[nH]c(=O)[nH]c4c3)cc2)CC1 was read as M4 ag 1, M1 antag -10, CHO-K1 Ca ag -0.1, M4 antag -5, CHO-K1 Ca antag -4, CHRM1 agonist -2, M1 PAM 8, CHO parental Ca 8 and OXTR potentiate -8.
`CCC(=O)c1ccc(OCC(=O)N2CCCC2)c(OC)c1` gave M4 ag 1, M1 antag -16, CHO-K1 Ca ag -0.2, M4 antag -11, CHO-K1 Ca antag -11, CHRM1 agonist 0, M1 PAM 10, CHO parental Ca 0 and OXTR potentiate -6.
Cn1nnc2cc(NC(=O)Nc3ccccc3F)ccc21 was read as M4 ag 3, M1 antag -15, CHO-K1 Ca ag 0.1, M4 antag -4, CHO-K1 Ca antag -3, CHRM1 agonist 1 and M1 PAM 14.
Cc1cccc(NC2SC(=O)N(CC(=O)O)C2=O)c1 (stereo not drawn) was read as M4 ag 0, M1 antag -2, CHO-K1 Ca ag 0.1, M4 antag 0, CHO-K1 Ca antag 3, CHRM1 agonist -4, M1 PAM 0, CHO parental Ca 0 and OXTR potentiate 4.
Cc1c(C(=O)NCC2CCCO2)cccc1[N+](=O)[O-] (stereo not drawn) was read as M4 ag 2, M1 antag -11, CHO-K1 Ca ag -0.1, M4 antag 0, CHO-K1 Ca antag 3, CHRM1 agonist -4, M1 PAM 12, CHO parental Ca 8 and OXTR potentiate 3.
CC(C)c1nnc(NC(=O)C2CCN(C(=O)Nc3ccc(Cl)cc3)CC2)s1 was read as M4 ag 2, M1 antag -1, CHO-K1 Ca ag 1.1, M4 antag -12, CHO-K1 Ca antag -7, CHRM1 agonist -5, M1 PAM -3, CHO parental Ca -27 and OXTR potentiate 0.
`O=C(CSc1nnc(SCC(=O)NCc2ccc3c(c2)OCO3)s1)NCc1ccc2c(c1)OCO2` gave M4 ag 1, M1 antag -7, CHO-K1 Ca ag 0.6, M4 antag -10, CHO-K1 Ca antag -8, CHRM1 agonist -3 and M1 PAM 7.
Screening C=CCNC(=O)c1ccccc1NC(=O)c1ccc(Cl)c(S(=O)(=O)Nc2cccc(C)c2C)c1 returned M1 antag 14, CHO-K1 Ca ag 2.3, M4 antag 10, CHO-K1 Ca antag 7, CHRM1 agonist -4, M1 PAM -3, CHO parental Ca -15 and OXTR potentiate -5.

In the list so far, 3 have a furan ring, fused or not:
Screening COc1cc(C(C(=O)NC2CCCC2)N(C(=O)c2ccco2)c2ccccc2C(C)=O)cc(OC)c1OC (stereo not drawn) returned M4 ag 1, M1 antag -6, CHO-K1 Ca ag 0.0, M4 antag -2, CHO-K1 Ca antag 4, CHRM1 agonist -3, M1 PAM 12, CHO parental Ca -17 and OXTR potentiate -5.
`Cc1ccc(-c2nc(CSCC(=O)N3CCN(C(=O)c4ccco4)CC3)c(C)o2)cc1` gave M4 ag 6, M1 antag -2, CHO-K1 Ca ag 0.4, M4 antag -6, CHO-K1 Ca antag 8, CHRM1 agonist -3, M1 PAM 0, CHO parental Ca -11 and OXTR potentiate -8.
Screening COc1cccc(N2CCN(C(=O)c3ccc(CS(=O)Cc4ccc(C)cc4)o3)CC2)c1 (stereo not drawn) returned M4 ag 11, M1 antag 5, CHO-K1 Ca ag 5.2, M4 antag -7, CHO-K1 Ca antag -11, CHRM1 agonist -2, M1 PAM -5, CHO parental Ca -24 and OXTR potentiate -5.
